Yfh1-depleted yeast = mitochondrial function rescue without frataxin homolog – Friedreich's ataxia, plus single-dose screen, dose response (AID 1465). S. cerevisiae Yfh1-off respiration, WST-1 reduction, 72 h; higher fold induction means a stronger effect. hit rate 0.074% among 220,000. one-dose fold induction at 50 µM; EC50 in µM for titrated hits;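 active means fold induction of absorbance versus untreated yeast above a set limit, then at least 30% activation at any dose in follow-up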;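 further: activators that raise dye reduction in frataxin-depleted yeast; strong numbers were not always called active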
b-catenin transl = alters nuclear translocation of beta-catenin in HeLa cells; immunofluorescence imaging; AID 1665; nuclear translocation activity, % at 5 µM; hit rate 0.3% among 190,000;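 active means nuclear translocation activity above 50% at 5 µM, with a well cell count of 50 or more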;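 further: per-cell ratio of nuclear to cytoplasmic median beta-catenin stain intensity; plate controls were DMSO negative control for no effect and GSK-3 inhibitor IX positive control for full effect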
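Test system: human HeLa cells, native beta-catenin. Compound dosing: 5 µM primary single dose, 0.1% DMSO, 0.02–20 µM confirmation series. Incubation: compound exposure 24 h at 37°C. Detection: beta-catenin immunostaining with DAPI counterstain, 20x imaging, 6 fields/well. Read-out basis: Nuclear/cytoplasmic beta-catenin signal ratio, % activation.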
MT stabilize HCS = stabilizes microtubules in HeLa cells; HeLa tubulin immunostaining HCS, 24 h; share of cells brighter than vehicle mean+2SD; % tubulin-high responders, % at 10 µM; hit rate 0.83% among 200,000; AID 2205;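 active means plate Z-score above 3 for both tubulin-high and condensed-nucleus cell shares, with cell loss under 80%, at 10 µM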;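 further: anti alpha tubulin signal scored within the nucleus-defined area of each cell; some results filed as inactive read as strong as hits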
Insulin prom up = MIN6 insulin promoter up-regulation | MIN6 insulin promoter-GFP reporter, high-content imaging; active compounds read high | z-score at 5 µM | AID 1625 | hit rate 0.3% among 190,000;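 active means z-score above 3 at 5 µM with at least 500 cells counted in the well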
Autophagy mod = modulators of autophagy; MEF GFP-LC3 puncta imaging; test concentration mostly 10 µM; calls only at 10 µM (by protocol); hit rate 0.98% among 190,000;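 active means percentage of spot-positive cells more than 3 SD above its plate mean, without a fluorescence outlier flag or 80% toxicity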;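 further: spot-positive cell cutoff set from DMSO-treated cells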
Lipid droplet = modulators of hepatic lipid droplet formation. inhibition, % at 6.5 µM. hit rate 0.4% among 240,000. AML12 mouse hepatocytes, oleate lipid droplets, BODIPY imaging;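 active means lipid droplet intensity inhibited by at least 50%, with more than 500 cells counted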
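Assay system: AML12 mouse liver cells | Compound dosing: One dose, 6.5 µM compound | Read-out basis: Droplet intensity reduction, % inhibition | Measured by: Fluorescence imaging, 20x objective, two fields per well | Schedule: Overnight treatment with compound plus oleate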
Dynein transport = dynein cargo transport inhibition. hit rate 0.47% among 220,000. 3617.4 mouse cells, GR-EGFP nuclear translocation imaging; test concentration mostly 20 µM; stimulated with dexamethasone, 1 µM; active compounds read low. AID 1381. z-score, hits read low;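 active means plate z-score of nuclear minus cytoplasmic receptor signal below a set negative limit, without overly bright fluorescence or cell loss, cut at about -3.5 in these data, passing the limit was not always enough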;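 further: z-score of nuclear minus cytoplasmic ring GR-EGFP intensity difference per well; some compounds called inactive have numbers as strong as hits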
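Schedule: 48 h induction, then 1 h compound, then 30 min agonist, 37 °C. Buffer or medium: tetracycline-free induction medium containing charcoal-stripped FBS. Reagent: 1.0 µM final dexamethasone stimulus. Evaluation: nuclear versus cytoplasmic GR-EGFP signal, averaged per well. Signal: high-content fluorescence imaging after fixation.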
NOD2 inhibition = inhibition of NOD2-driven NF-kB reporter – cell-based, luminescence, uHTS, HEK293 (AID 1566). HEK293 NOD2/NF-kB luciferase reporter, luminescence; higher % means a stronger effect. inhibition, % at 4 µM, or EC50 in µM where a hit was titrated. hit rate 0.63% among 290,000; in the data active means inhibition above about 50%; further: many of its hits are not listed in these tables
WT yeast gro inh = growth inhibition of WT yeast, mitochondrial fusion screen; mitochondrial fusion phenotypic screen, WT strain; inhibition, % at 10 µM; hit rate 2.1% among 190,000; in the data active means inhibition above about 58%; tested in S. cerevisiae
WT yeast gro inh mutant strain = second read-out of WT yeast gro inh, no call of its own (marks repeat the call); inhibition, %; mitochondrial fusion phenotypic screen, mutant strain inhibition
Dynein transport cytoplasmic EGFP = recorded beside Dynein transport, whose call it bears; z-score; measured here: cytoplasmic GR-EGFP intensity; active compounds read high
Dynein transport nuclear GR-EGFP = recorded beside Dynein transport, whose call it bears; z-score; measured here: nuclear GR-EGFP intensity;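 lower value marks the stronger effect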
Dynein transport cell count = also measured in Dynein transport; calls as there; z-score; measured here: cell count per field
Insulin prom up cell count = second read-out of Insulin prom up, no call of its own (marks repeat the call); cell count; measured here: cytotoxicity, nuclei count;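 total cells summed across four imaged fields per well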
Lipid droplet cells 6.5 µM = recorded beside Lipid droplet, whose call it bears; cell count; measured here: cell count, cytotoxicity flag;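 cells counted across two imaged fields per well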
b-catenin transl cell count 5 µM = recorded beside b-catenin transl, whose call it bears; cell count; measured here: cell count, cytotoxicity flag
MT stabilize HCS Hoechst-high % = also measured in MT stabilize HCS; calls as there; % Hoechst-high responders; measured here: nuclear condensation Hoechst responders;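 share of cells brighter than vehicle mean plus two SD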
MT stabilize HCS cytotoxicity % = also measured in MT stabilize HCS; calls as there; toxicity, %; measured here: cytotoxicity by cell density;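 0% = mean cell density of plate MIN control wells and 100% = no cells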
Autophagy mod cell loss 18 h = further read-out of Autophagy mod, marked with its call; toxicity, %; measured here: cell loss, nuclei count;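 cell loss after 18 h compound exposure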
Numbers without * were called inactive; i = inactive; x = no result given; + = active, no number. The list is partial; count on the stated rates, not on these rows.

SMILES | Yfh1-depleted yeast | b-catenin transl | b-catenin transl cell count 5 µM | MT stabilize HCS | MT stabilize HCS Hoechst-high % | MT stabilize HCS cytotoxicity % | Insulin prom up | Insulin prom up cell count | Autophagy mod | Autophagy mod cell loss 18 h | Lipid droplet | Lipid droplet cells 6.5 µM | Dynein transport | Dynein transport cytoplasmic EGFP | Dynein transport nuclear GR-EGFP | Dynein transport cell count | NOD2 inhibition | WT yeast gro inh | WT yeast gro inh mutant strain
CCOC(=O)c1ccc(NC(=O)C(C)N2C(=O)c3ccccc3C2=O)cc1 (stereo not drawn) | i | -6.7 | 1064 | 1.9 | 1.9 | 6.6 | -0.27 | 1144 | i | 5 | x | x | -0.5 | -0.21 | -0.18 | -0.047 | 7% | 15 | 3
O=C(CSCc1ccccc1)N1CCN(C(=O)c2ccco2)CC1 | i | -2.4 | 1285 | 5.3 | 2.2 | 2.8 | -0.01 | 1289 | i | -7 | 8 | 757 | 0.58 | -0.055 | 0.29 | -0.78 | -18% | -14 | 1
Cc1nn(-c2ccccc2)c(N2CCCC2)c1C=O | i | -0.3 | 1047 | 2.0 | 1.7 | 3.4 | -1.1 | 1323 | i | 4 | 6 | 661 | -0.46 | -0.32 | -0.11 | 0.12 | 23% | -11 | 2
COC(=O)c1cccc(C(=O)N2CCCC(CNC(=O)c3ccccc3Cl)C2)c1 (stereo not drawn) | i | -0.5 | 1289 | x | x | x | 0.2 | 1067 | x | x | 6 | 718 | -0.46 | -0.25 | -0.28 | 1.2 | -5% | x | x
Cc1cc(NCCN2CCOCC2)n2c(nc3ccccc32)c1C#N | i | 5.1 | 1169 | 3.2 | 2.1 | 6.8 | 0.39 | 1341 | i | -3 | 1 | 712 | 0.24 | 0.06 | 0.11 | 0.34 | 8% | 46 | -13
O=C(NCc1ccc2[nH]c3c(c2c1)CCCC3)c1ccc(S(=O)(=O)N2CCOCC2)cc1 | i | 1.3 | 499 | 3.3 | 3.0 | 4.3 | -0.19 | 1147 | i | 22 | 9 | 693 | -0.13 | -0.16 | 0.83 | 0.051 | 2% | 4 | -17
S=C(Nc1ccc2c(c1)OCCO2)Nc1ccc2c(c1)OCO2 | i | -3.3 | 984 | 1.5 | 1.3 | 6.5 | 0.59 | 1546 | i | 7 | 3 | 669 | 0.39 | -0.29 | 0.23 | 0.83 | -71% | -3 | 13
COc1cc(O)c(C(CC(=O)N2CCCC2)c2cc(OC)c(OC)c(OC)c2)c(OC)c1 (stereo not drawn) | i | -3.4 | 1224 | x | x | x | 1.1 | 876 | x | x | 0 | 688 | -0.62 | -0.84 | -0.23 | 0.61 | 14% | x | x
Cc1ccc(OCc2ccc(C(=O)Nc3nccs3)o2)cc1C | i | -0.2 | 1362 | 3.1 | 2.1 | 3.0 | 0.13 | 1437 | i | 1 | x | x | -0.66 | -0.15 | -0.085 | -0.02 | -18% | 47 | 45
O=C(CC1C(=O)NCCN1Cc1ccc(F)cc1)NCCN1CCCc2ccccc21 (stereo not drawn) | i | -2.4 | 960 | 1.1 | 1.7 | 1.7 | 0.21 | 1391 | i | 10 | -39 | 686 | -1.4 | -0.26 | -0.61 | 1 | -6% | 2 | 8
CCC(C)c1ccccc1OCCn1ccnc1 (stereo not drawn) | i | 2.3 | 412 | 1.9 | 3.1 | 3.5 | -0.26 | 1125 | i | 2 | -2 | 543 | -0.27 | -0.26 | -0.59 | 0.4 | 16% | 36 | 33
C=C(C)COc1ccc2c3c(c(=O)oc2c1OCC(=C)C)CCC3 | i | -2.6 | 950 | 2.1 | 2.3 | 10.0 | -0.33 | 1205 | i | 11 | x | x | -0.33 | 0.089 | 0.07 | 0.47 | 16% | 6 | 14
Brc1ccc2ncc(Br)cc2c1 | i | -1.5 | 810 | 2.3 | 1.1 | 3.9 | -0.54 | 1372 | i | 4 | -2 | 620 | -0.63 | -0.24 | -0.43 | 0.48 | 11% | -3 | 14
CCOC(OCC)P(=O)(c1ccccc1)c1ccccc1 | i | 2.0 | 767 | 2.1 | 1.8 | 6.2 | 0.42 | 1086 | i | -7 | x | x | 0.038 | 0.0025 | 0.024 | 0.38 | -10% | 22 | -1
Cc1nc2ccc(NC(=O)c3cccnc3)cc2s1 | i | -5.4 | 1002 | 4.6 | 2.5 | 5.2 | x | x | i | 7 | 1 | 698 | 1.5 | -0.066 | 0.89 | -1 | 14% | -1 | 10

Part of the list above, with two lines to a compound.
The line under a structure holds: Yfh1-depleted yeast, b-catenin transl, b-catenin transl cell count 5 µM, MT stabilize HCS, MT stabilize HCS Hoechst-high %, MT stabilize HCS cytotoxicity %, Insulin prom up, Insulin prom up cell count, Autophagy mod, Autophagy mod cell loss 18 h, Lipid droplet, Lipid droplet cells 6.5 µM, Dynein transport, Dynein transport cytoplasmic EGFP, Dynein transport nuclear GR-EGFP, Dynein transport cell count, NOD2 inhibition, WT yeast gro inh, WT yeast gro inh mutant strain
- C=C(C)COc1ccc2c3c(c(=O)oc2c1OCC(=C)C)CCC3
  i, -2.6, 950, 2.1, 2.3, 10.0, -0.33, 1205, i, 11, x, x, -0.33, 0.089, 0.07, 0.47, 16%, 6, 14
- Brc1ccc2ncc(Br)cc2c1
  i, -1.5, 810, 2.3, 1.1, 3.9, -0.54, 1372, i, 4, -2, 620, -0.63, -0.24, -0.43, 0.48, 11%, -3, 14

Following part.
SMILES | Yfh1-depleted yeast | b-catenin transl | b-catenin transl cell count 5 µM | MT stabilize HCS | MT stabilize HCS Hoechst-high % | MT stabilize HCS cytotoxicity % | Insulin prom up | Insulin prom up cell count | Autophagy mod | Autophagy mod cell loss 18 h | Lipid droplet | Lipid droplet cells 6.5 µM | Dynein transport | Dynein transport cytoplasmic EGFP | Dynein transport nuclear GR-EGFP | Dynein transport cell count | NOD2 inhibition | WT yeast gro inh | WT yeast gro inh mutant strain
COC(=O)c1c(C)oc(C)c(C(=O)OC)c1=O | i | 3.9 | 1371 | 1.4 | 1.5 | 13 | 0.01 | 1269 | x | x | x | x | -0.24 | -0.17 | 0.2 | -0.058 | -2% | -3 | -2
CC(C)CCN1CCN(Cc2cccn2-c2nccs2)CC1CCO (stereo not drawn) | i | 0.9 | 954 | 2.9 | 2.8 | 6.7 | x | x | i | -10 | -3 | 732 | -0.54 | -0.23 | -0.37 | 0.069 | -11% | -14 | -3
O=C(Cc1ccccc1)NC1c2ccccc2-c2ccccc21 | i | 0.0 | 1095 | 3.7 | 2.9 | 2.2 | 0.32 | 1438 | i | 11 | 1 | 638 | 0.91 | -0.16 | 0.67 | -0.91 | 10% | 9 | -5
CCOc1ccc(CCNC(=O)Cn2c(-c3nonc3N)nc3ccccc32)cc1OCC | i | 0.6 | 1085 | 2.8 | 1.9 | 15 | -0.98 | 1254 | i | -10 | 75* | 761* | 0.33 | -0.22 | 0.53 | 0.88 | 2% | -3 | 7
COc1cc(-c2cc(-c3nnco3)c3ccccc3n2)cc(OC)c1OC | i | -1.5 | 1059 | 2.9 | 1.9 | 1.3 | -0.6 | 1148 | i | 20 | -3 | 695 | -0.18 | 1.2 | 0.46 | 0.92 | 5% | 16 | 13
COc1ccc(C(CC(=O)N2CCN(c3ccccc3)CC2)c2c(O)cc(OC)cc2OC)cc1 (stereo not drawn) | i | 0.9 | 1050 | x | x | x | x | x | x | x | 4 | 632 | -1.2 | -0.83 | -0.48 | 0.89 | 3% | x | x
O=C1C(NS(=O)(=O)c2cccs2)=C(N2CCN(c3cccc(C(F)(F)F)c3)CC2)C(=O)c2ccccc21 | i | 3.1 | 1229 | 2.5 | 1.5 | 1.8 | -0.89 | 824 | i | 1 | 52* | 753* | -2.6 | 0.67 | -1.1 | 0.46 | -22% | 29 | 14
CC1Cc2cc(-c3csc(NC(=O)Cc4ccccc4)n3)ccc2N1S(C)(=O)=O (stereo not drawn) | i | x | x | 2.3 | 2.0 | 5.8 | x | x | i | 4 | -11 | 784 | -0.25 | -0.25 | 0.036 | 1 | 32% | 25 | 14
O=S(=O)(c1ccccc1)N1CCC(n2nnc3cc(F)ccc32)CC1 | i | -1.0 | 1171 | 1.9 | 1.1 | 11 | 0.1 | 845 | i | -7 | 1 | 735 | 2.3 | 0.24 | 2.2 | -2.4 | -5% | -16 | -25
O=C(Cn1cnc2c(nnn2Cc2ccccc2)c1=O)c1ccccc1 | x | -2.1 | 1201 | 4.9 | 2.6 | 0.3 | 0.32 | 1259 | i | 11 | -14 | 687 | 0.79 | -0.13 | 0.53 | -0.001 | 19% | -3 | -10
CC1=C(C(=O)OCCOc2ccccc2)C(c2ccc(C)o2)C2=C(CC(C)(C)CC2=O)N1 (stereo not drawn) | i | -1.0 | 1087 | 5.6 | 2.1 | 5.3 | -1.1 | 850 | i | 6 | x | x | 0.32 | -0.12 | 0.55 | -0.99 | 15% | 5 | -18
CCC(OC(=O)c1cccs1)C(=O)NCc1ccc(C)cc1 (stereo not drawn) | i | 0.8 | 1531 | 1.0 | 1.5 | 0.5 | 0.46 | 1284 | + | 0.7* | 2 | 615 | 0.6 | -0.32 | 0.45 | 0.27 | -9% | 8 | -3
CC1CCN(S(=O)(=O)Cc2ccccc2Cl)CC1 | i | -5.1 | 1484 | 2.2 | 3.7 | 14 | 1.1 | 1458 | i | 52 | x | x | -0.066 | -0.43 | 0.1 | 2.4 | -8% | -2 | -33
CCOc1ccc(N2CC(C(=O)Nc3cccc(C)c3C)CC2=O)cc1 (stereo not drawn) | x | -1.2 | 618 | 3.2 | 1.8 | 7.9 | -0.65 | 1425 | i | -7 | x | x | -1.3 | -0.2 | -0.77 | 0.84 | 9% | 6 | 2
CCc1nc(N2CCCCC2C)c2oc3ccccc3c2n1 (stereo not drawn) | i | 114* | 596* | 31* | 15* | 36* | -0.2 | 1261 | i | 20 | 31 | 783 | -0.31 | -0.21 | -0.31 | 0.43 | -8% | -18 | -1
